# Screens as filed in PubChem.
# AMA1-RON2 inh – qHTS for Inhibitors of AMA1-RON; Towards Development of Antimalarial Drug Lead: Primary Screen. Plasmodium falciparum AMA1 (3D7) - RON2 peptide interaction. AlphaScreen AMA1-biotinylated RON2 peptide binding. Potency, µM (series often up to 58.2 µM), inactives show top-dose activity change, negative = inhibition, actives largely listed as inhibitors. 360,000 tested, 0.2% active. AID 720542, 2013;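 note: potency is the fitted concentration of half-maximal effect; 0% = vehicle wells and -100% = peptide control; nearly all actives have a fitted effect of over 45% in size; some results filed as inactive show a strong effect at the top dose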
#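 AMA1 (3D7) with his tag at 25 nM final met compounds first, then biotinylated RON2 peptide at 25 nM; detection used donor plus acceptor beads, 10 µg/mL apiece, read by AlphaScreen after 30 min at room temperature.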
# HCV inh – qHTS Assay for Inhibitors of Hepatitis C Virus (HCV); Huh7.5.1 HCVcc-Cre infection, luciferase reporter, 44 h; Potency, µM (doses to about 41.8 µM), for inactives: top-dose activity change, negative = inhibition, actives largely listed as inhibitors; 340,000 tested, 3.4% active; AID 651820, 2012; note: potency is the fitted concentration of half-maximal effect
#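 After 44 h co-culture of compound, cells and HCVcc-Cre (~0.5 moi), substrate is added for 15 min at room temperature and luciferase measured over 15 sec. Cells were seeded at 1,000/well and pre-cultured 4 h.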
# TbPYK inhibitor – qHTS of Trypanosoma Brucei Inhibitors; TbPYK enzyme, Kinase-Glo Plus ATP luminescence, 45 min; Potency, µM (series often up to 76.8 µM), for inactives: at the highest dose activity, negative = inhibition, hits mostly inhibitors; 410,000 tested, 0.12% active; note: potency is the fitted concentration of half-maximal effect; nearly all actives have a fitted effect of over 50% in size
#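 Glycolytic pyruvate kinase of T. brucei was incubated with substrate, test compound and 130 uM ADP for 45 minutes at room temperature. Luminescent Kinase-Glo Plus signal was measured after 10 minutes.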
# HCMV antiviral – qHTS Assay for inhibitors of the human cytomegalovirus (HCMV); activity change, negative = inhibition, % at 57.5 µM; HFF cells, HCMV-luciferase reporter, 72 h; hits give low values; 410,000 tested, 4.5% active; in the data active = activity change below about -60%; inconclusive = no clear call, values can overlap the other calls; inactive = above about -39%
#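 Two compound doses tested in HFFs infected with HCMV-luciferase, MOI 1 PFU/cell, 72 h at 37C. Lysate luminescence read with OneGlo; data normalized against buffer-only and 10uM Salinomycin inhibitor controls.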
# LmPK inhibitor – qHTS Assay for Inhibitors of Leishmania Mexicana Pyruvate Kinase (LmPK); purified LmPK, Kinase-Glo ATP luminescence, 1 h; Potency, µM (highest dose often 57.5 µM), without a hit: top-dose activity change, negative = inhibition, hits mostly inhibitors; 290,000 tested, 0.37% active; AID 1721, 2009; note: potency is the fitted concentration of half-maximal effect
# Target sequence (Q27686 whole entry, looked up): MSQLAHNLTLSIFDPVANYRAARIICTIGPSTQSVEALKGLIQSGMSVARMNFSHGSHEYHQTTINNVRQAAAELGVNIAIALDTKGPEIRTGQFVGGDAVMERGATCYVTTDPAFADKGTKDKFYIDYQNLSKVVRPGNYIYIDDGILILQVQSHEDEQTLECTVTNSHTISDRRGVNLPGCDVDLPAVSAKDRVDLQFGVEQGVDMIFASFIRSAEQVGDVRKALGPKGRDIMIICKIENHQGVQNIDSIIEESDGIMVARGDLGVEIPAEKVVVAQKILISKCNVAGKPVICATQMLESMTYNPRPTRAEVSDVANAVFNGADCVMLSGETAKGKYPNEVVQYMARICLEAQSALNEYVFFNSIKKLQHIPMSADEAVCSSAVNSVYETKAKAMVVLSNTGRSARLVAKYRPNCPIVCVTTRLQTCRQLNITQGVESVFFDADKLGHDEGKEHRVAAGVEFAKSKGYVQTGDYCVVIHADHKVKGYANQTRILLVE
#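 ATP generated from ADP (0.1 mM) and PEP (0.5 mM) by 0.1 nM LmPK over 1 h at room temperature (pH 7.2 imidazole buffer) was detected by coupled luciferase luminescence. Values were normalized to uninhibited and no-enzyme wells.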
# AmpC inh no detg – qHTS Inhibitors of AmpC Beta-Lactamase (assay without detergent); AmpC nitrocefin hydrolysis, absorbance 480 nm, 0.0001% Triton; Potency, µM (highest dose often 57.1 µM), without a hit: at the top dose activity change, negative = inhibition, actives largely listed as inhibitors; 330,000 tested, 0.52% active; AID 485341, 2010;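 note: potency is the fitted concentration of half-maximal effect; plate controls were no compound for no effect and no enzyme for full effect; nearly all actives have a fitted effect of over 20% in size; some results filed as inactive show a strong effect at the top dose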
# Target sequence (P00811 whole entry, looked up): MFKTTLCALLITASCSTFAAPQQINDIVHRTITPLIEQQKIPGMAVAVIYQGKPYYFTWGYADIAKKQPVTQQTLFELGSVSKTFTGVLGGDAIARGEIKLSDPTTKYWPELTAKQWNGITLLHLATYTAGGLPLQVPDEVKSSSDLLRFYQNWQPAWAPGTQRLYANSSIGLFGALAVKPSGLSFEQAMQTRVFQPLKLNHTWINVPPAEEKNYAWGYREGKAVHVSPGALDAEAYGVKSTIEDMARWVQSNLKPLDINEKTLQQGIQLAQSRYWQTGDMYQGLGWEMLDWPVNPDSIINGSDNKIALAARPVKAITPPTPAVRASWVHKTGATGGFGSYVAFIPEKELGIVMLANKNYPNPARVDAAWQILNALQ
#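 20 mM phosphate pH 7.0 + 0.01% (detergent screen) or 0.0001% Triton X-100; 5.3 nM AmpC reagent; cpd preinc 15 min RT; nitrocefin (800 uM stock) to start; A480 q20 s × 4 min; Activity was normalised to no-enzyme and no-compound control wells.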
# AmpC detergent – qHTS Inhibitors of AmpC Beta-Lactamase (assay with detergent); P00811; AmpC hydrolysis of nitrocefin, absorbance 480 nm, 0.01% Triton; Potency, µM (series often up to 114 µM), for the others: at the top dose activity change, negative = inhibition, hits mostly inhibitors; 370,000 tested, 0.041% active; AID 485294, 2010;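 note: potency is the fitted concentration of half-maximal effect; 0% = no-compound wells and -100% = no-enzyme wells; nearly all actives have a fitted effect of over 25% in size; some results filed as inactive show a strong effect at the top dose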
#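 AmpC (5.3 nM in the dispensed reagent) in 20 mM phosphate pH 7.0 with 0.01% (detergent screen) or 0.0001% Triton X-100 was preincubated with compounds for 15 min at room temperature. Nitrocefin was then added from an 800 uM solution, and hydrolysis was followed at 480 nm.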
# * = called active by the depositor; ? = inconclusive; nt = no result given; & = joins results of further samples; [ ] = dose if it differs, or a comment. Unless noted, calls come from the whole dose curve; as a rule, active = well fitted curve in the direction sought with a large enough effect; inconclusive = small, poorly fitted or top-dose-only effect, or another doubt; inactive = no such curve, though single readings can be large; an effect the other way counts as inactive or inconclusive. Unless noted, % is set by controls: 0 for no effect and ±100 for the full control effect.
SMILES,AMA1-RON2 inh,HCV inh,TbPYK inhibitor,HCMV antiviral,LmPK inhibitor,AmpC inh no detg,AmpC detergent
COc1ccc([N+](=O)[O-])cc1Nc1c2ccccc2nc2ccccc12,-1%,?,-4%,?,-7%,0%,-2%
CCN1CCN(CC(=O)c2c[nH]c3ccccc23)CC1,8%,14%,-25%,56,-3%,-14%,-2%
COC(=O)c1sc(NC(=O)c2c(C)noc2C)nc1C,1%,-4%,3%,nt,-10%,-11%,6%
COc1ccc(NC(=O)COC(=O)CN2C(=O)c3ccccc3C2=O)cc1,-4%,6%,-3%,-15,nt,-10%,-19%
CC(=O)Nc1ccc(S(=O)(=O)Nc2cc(C)ccn2)cc1,-6%,10%,-4%,nt,-3%,-13%,-4%
Cc1ccc(-c2noc(-c3nnn(CC(=O)Nc4ccc(C)c(Cl)c4)c3N)n2)cc1,nt,nt,-3%,-14,nt,nt,2%
COc1c(C(C)C)oc2cc3oc(=O)ccc3cc12,-1%,?,0%,60,8%,-15%,?
CC(C)=CCC(C)(C)C1OCCN1C(=O)Nc1ccccc1 (configuration not stated),-3%,-16%,0%,-11,18%,-13%,-3%
Brc1ccc2[nH]c3nc(SCCN4CCOCC4)nnc3c2c1,-12%&-8%,-15%&2%,2%&-15%,4&2,4%,-20%,0%
COc1ccc(C(C[N+](=O)[O-])c2c(-c3ccccc3)cc3ccccn23)c(OC)c1 (configuration not stated),-11%,4%,2%,-71*,2%,-33%,5%
CCCCNC(=O)C1CCC(CNc2c(N3CCC(C)CC3)c(=O)c2=O)CC1 (configuration not stated),-1%,20%,-1%,?,-5%,9%,5%
CC(C)c1ccc(COC(=O)CN2C(=O)NC3(CCCCC3C)C2=O)cc1 (configuration not stated),4%,14µM*,4%,0,nt,20%,?

# Limited to HCMV antiviral and AmpC detergent, for some of the entries so far:
mol | HCMV antiviral | AmpC detergent
CC(=O)Nc1ccc(S(=O)(=O)Nc2cc(C)ccn2)cc1 | nt | -4%
Cc1ccc(-c2noc(-c3nnn(CC(=O)Nc4ccc(C)c(Cl)c4)c3N)n2)cc1 | -14 | 2%

# Next entries
SMILES,AMA1-RON2 inh,HCV inh,TbPYK inhibitor,HCMV antiviral,LmPK inhibitor,AmpC inh no detg,AmpC detergent
CCOc1cc(-c2cc(N)n[nH]2)cc(OCC)c1OCC,-6%,?,2%,5,-2%,16%,2%
Cc1ccc(-c2noc(CN(C(=O)CCCCCN3C(=O)c4ccccc4C3=O)C(C)C)n2)cc1,-8%,?,-8%,-37,10%,84%[activator],?
COc1ccccc1NC(=O)/C=C\C(=O)O,-5%,12%,4%,-20,-1%[11.5 µM],-12%,1%
COc1ccc2oc(=O)c(C(=O)N3CCN(c4ccc(C)cc4)CC3)cc2c1,nt,nt,1%,-18,nt,nt,1%
CC(C)N(Cc1nccn1C)C(=O)CC1C(=O)NCCN1Cc1ccc(F)c(F)c1 (configuration not stated),76%[activator],10%,2%,-1,-4%,49%,3%
CN/N=C(\Cc1nc2ccccc2[nH]1)c1ccc([N+](=O)[O-])cc1,23%,-24%,10%,107,-6%,-37%,2%
CC/C(=N\NC(=O)Nc1nonc1N)c1ccc(OC)c(OC)c1,67%[activator],-17%,-6%,-23,-2%,0%,-3%
O=C(Nc1ccc(Br)cc1)c1cccn1-c1ncc(C(F)(F)F)cc1Cl,7%,?,-2%,-24,-1%,-27%,-2%
COc1ccc(OC)c(CNC(=O)CCSCc2ccc(F)cc2Cl)c1,16%,-8%,1%,?,-1%,0%,3%
COc1ccc(NC(=O)CCC(=O)OCC(=O)c2ccc(Oc3ccc([N+](=O)[O-])cc3)cc2)cc1,5%,-2%,-2%,-13,2%,-15%,?
COc1ccc(CCNC(=O)Cn2cc(S(=O)(=O)Cc3ccc(F)cc3)c3ccccc32)cc1OC,nt,nt,2%[15.4 µM],0,nt,nt,16%
COC(=O)c1cccc(NC(=O)CSc2nnc(C)n2Cc2ccccc2)c1,16%,-17%,-8%,-24,1%,19%,?
NS(=O)(=O)c1ccc(CCNC(=O)C(=O)NCC2OCCN2C(=O)c2ccc3c(c2)OCO3)cc1 (configuration not stated),8%,-11%,-1%,?,0%,-15%,2%
CC(C(=O)N1CCCC1)N1CCN(S(=O)(=O)c2ccc(OC(F)(F)F)cc2)CC1 (configuration not stated),-10%,9%,7%,-11,nt,70%[activator],-3%
CC(=O)Nc1cccc(-c2ccnc3c2CC(C(=O)NCc2ccncc2)O3)c1 (configuration not stated),-14%,nt,5%,-5,nt,nt,nt
Cc1cccc(/C=C2/Sc3ccc(C(=O)NCCCN4CCOCC4)cc3NC2=O)c1,nt,nt,nt,-31,-2%,59%,0%
COc1ccc(C(=O)NCC2CCCO2)cc1S(=O)(=O)NCc1ccc(Cl)cc1 (configuration not stated),4%,nt,-6%,-11,nt,nt,nt
Cc1ccccc1-c1noc(-c2ccccc2C(=O)NCC2CCCO2)n1 (configuration not stated),-3%,-12%,-8%,-10,-4%,36%,1%
COCCNC(=O)c1cc2c(c(-c3cccc(-c4cccc(OC)c4)c3)n1)[C@H](CCO)N(S(=O)C(C)(C)C)C2 (some centres not stated),4%,nt,-1%,-20,nt,nt,nt
COc1cccc(C(=O)c2ccncc2C(=O)O)c1OC,-3%,nt,-6%,-27,nt,nt,nt
Cc1cccc(OCCNC(=O)CSc2ccc(C(F)(F)F)cc2[N+](=O)[O-])c1,-9%[2.32 µM],-9%,-2%,-15,3%,-7%,-18%
COc1ccccc1CCC(=O)OCC(=O)NC1CCCCC1,12%,8%,-17%,8,-8%,-9%,1%
Oc1ccc(Nc2nc(-c3ccccc3)nc3ccccc23)cc1,-10%,10µM*,1%,nt,-1%,18µM*,-6%
CC1(C)CC(=O)C2=C(C1)NC(=O)CC2c1ccc(N(CCC#N)CCC#N)cc1 (configuration not stated),7%,14%,-1%,-10,-1%,1%,-1%
O=C(Nc1ccc(S(=O)(=O)Nc2ncccn2)cc1)c1cccc([N+](=O)[O-])c1,3%,nt,-4%,6,nt,nt,nt
Cc1cc(C)c2nc(-c3ccccn3)cc(C(=O)Nc3ccc(S(=O)(=O)Nc4onc(C)c4C)cc3)c2c1,-27%,7%,-19%,-3,1%,-45%,0%
CCOC(=O)C1(Cc2cccc(Cl)c2)CCCN(C(=O)CCOC)C1 (configuration not stated),-13%,-1%,11%,-5,2%,60%,1%
CCCc1cc(=O)oc2cc(C)c(CN3CCCC3)c(O)c12,?,?,0%,6,-1%,-52%,?
COc1ccc(CN2C(=O)c3ccccc3C2=O)cc1C(=O)Nc1ccccc1N1CCOCC1,?,?,-5%,30,-5%,-16%,?
Cc1occc1-c1nnc(SCC(=O)N2CCCC(C)C2)o1 (configuration not stated),4%,12%,-6%,-5,nt,-26%,2%
CC(C)c1ccc(C(=O)Nc2ccc(S(=O)(=O)NC3=NCCCCC3)cc2)cc1,-6%,nt,0%,-28,nt,nt,nt
Cc1ccc(S(=O)(=O)Nc2cccc(S(=O)(=O)N3CCCC3)c2)cc1C,2%,-22%,1%,-26,nt,-23%,?
Cc1nn(-c2ccc(N3CCCC3)nn2)c(C)c1CCC(=O)N1CCN(c2ccccc2)CC1,nt,nt,0%,?,nt,nt,0%
CCCCn1nc2cc(C(=O)NC3CCc4ccccc43)ccc2c1OCC (configuration not stated),-4%,?,-3%,-17,7%,?,-2%
COc1ccc(-c2ccc(NC(=O)c3ccc(Br)o3)cc2)nn1,-12%,6%,-18%,-8,nt,-4%,-11%
COc1ccc(CCNC(=O)C(=O)NCCOc2ccccc2Cl)cc1OC,-1%,-1%,-10%,25,-2%,28%,?
O=C1N=C(N2CCCCC2)S/C1=C\c1ccc(Br)cc1,14%,3%,0%,-6,2%,-3%,-6%
Cn1cc(CN2CCC(n3nccc3NC(=O)c3ccc4c(c3)OCO4)CC2)cn1,-3%,nt,-9%,-16,nt,nt,nt
O=C(Cc1c(F)cccc1Cl)OCC(=O)N1CCN(c2ccccc2)CC1,15%,17%,3%,-28,nt,-6%,nt
COc1ccc(C(=O)NCCCN2CCCC2=O)cc1S(=O)(=O)N1CCOCC1,4%,nt,0%,55,nt,nt,nt
CC(=O)c1c[nH]c(C(=O)NCC2CCCO2)c1 (configuration not stated),-6%,1%,-2%,32,-2%,-6%,-1%
O=C1CCCCC1C(O)(C(=O)c1ccccc1)c1ccccc1 (configuration not stated),-5%,nt,2%,-16,nt,nt,nt
CC(NS(=O)(=O)c1ccccc1)C(=O)Nc1ccc(S(N)(=O)=O)cc1 (configuration not stated),-4%,8%,-4%,-6,-2%,-22%,-4%
COc1ccccc1NC(=O)c1c(NC(=O)COc2ccccc2)sc2c1CCCCC2,nt,nt,-6%,7,nt,nt,12%
COC(=O)c1c(C)[nH]c(C(=O)CC#N)c1C,4%,-8%,-13%,-3,10%,-39%,5%
CC(C)NC(=O)C(C)N1CCN(S(=O)(=O)c2ccc3ccccc3c2)CC1 (configuration not stated),-13%,-24%,-3%,-17,2%,28%,-4%
Cc1ccc(NC(=O)Cn2nc(-c3ccccc3)nc2-c2ccccc2)c(C)c1,8%,12%,-5%,-29,-2%,-7%,?
Cc1c(C(=O)NCc2ccc3c(c2)OCO3)sc(=O)n1Cc1ccc(S(=O)(=O)N(C)C)cc1,9%,nt,0%,-30,nt,nt,nt
CC(=O)Nc1cccc(NC(=O)CSc2ccc(-c3cccnc3)nn2)c1,1%,4%,0%,34,4%,-16%,-11%
COc1ccc2cc(C(=O)N/N=C/c3cc(OC)c(OC)c(OC)c3)[nH]c2c1,-9%,-14%,-9%,-33,-2%,57%,-5%
O=S(=O)(c1cccc(Cl)c1)c1nnn2c1nc(NCc1ccc3c(c1)OCO3)c1sccc12,nt,nt,2%,-7,nt,nt,-10%
COc1cc(CN2CCC(N3CCC(C(=O)N4CCCC4)CC3)CC2)cc2c1OCO2,3%,10µM*,3%,45,8%,-11%,-1%
COc1ccc(-c2ccc3oc(-c4ccc(OC)cc4)c(C#CCCO)c3c2)cc1,1%,1.1µM*,-2%,18,nt,nt,nt
CCn1c(=O)c2sccc2n2c(CCC(=O)Nc3ccc(F)cc3)nnc12,nt,nt,2%,3,nt,nt,-2%
O=C(Cc1ccccc1)N1CCN(c2ccccc2F)CC1,14%,23%,12%,18,1%,-1%,-9%
